Myeloid diff 2 – compounds promoting myeloid differentiation. ER-HoxA9 myeloid progenitors, lysozyme-GFP differentiation, flow cytometry. calls only at 10 µM. hit rate 1% among 360,000. AID 624256;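 active = normalized GFP-positive differentiation at or above the plate's own cutoff, the solvent-only control mean plus 3 SD; inconclusive = no clear call, values can overlap the other calls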;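 note: cells exposed to compound for four days before flow analysis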
Myeloid diff 2 GFP+ MAC1+ % – second read-out of Myeloid diff 2, no call of its own (marks repeat the call); GFP+ MAC1+ double positive, %; measured here: differentiation confirmed by MAC1 staining
Active calls of the source: *; i = inactive; ? = inconclusive; . = not tested or not shown.

Every second line gives: Myeloid diff 2, Myeloid diff 2 GFP+ MAC1+ %
CCCNC(=O)c1cc(C2CCCCN2C(=O)c2ccc(C#N)cc2)on1 (stereo not given)
  i, 1.8
CC(OC(=O)C12CCC(=O)N1c1ccccc1S2)C(=O)Nc1cccc(Cl)c1 (stereo not given)
  i, 0.8
COC(=O)[C@@]1(Sc2ccc(C)cc2)CC(=O)N[C@@H]1c1ccc(Br)cc1
  i, 0.4
O=C1NC[C@@H](CCCCN2CCN(CC3CCCCC3)C(=O)C2=O)N(CC2CCCCC2)C1=O
  i, 0.4
c1coc(-c2cnc3ccccc3n2)c1
  i, 2.8
O=C(NCc1cccnc1)C1CCN(S(=O)(=O)c2cc([N+](=O)[O-])ccc2Cl)CC1
  i, 1.4
COc1cc(C=C(C#N)c2ccc([N+](=O)[O-])cc2)ccc1O
  i, 0.9
CCCCNc1c(-c2ccc(OC)c(SC3CCCCC3)c2)nc2cnccn12
  i, 1.1
CC(C)(C)c1ccc(C(=O)NCCN2CCOCC2)cc1
  i, 0.3
COc1ccc(C(=O)C(C)OC(=O)CNC(=O)c2ccco2)cc1 (stereo not given)
  i, 1.0
CCC(=O)N(C)C[C@H]1Oc2cc(-c3cccnc3)ccc2S(=O)(=O)N([C@H](C)CO)C[C@H]1C
  i, 0.3
COc1ccc(S(=O)(=O)N2CCOCC2)cc1NC(=O)c1ccc(=O)[nH]c1
  i, 0.6
COc1cc2cc(CCCOC(=O)c3ccco3)oc(=O)c2cc1OC
  i, 1.7
NC(=O)C1(Nc2ccccc2Cl)CCCC1
  i, 0.7
CC1CCN(C(=O)COC(=O)c2ccc([N+](=O)[O-])o2)CC1
  i, 2.7

3 entries from above in a different format.
Compound	Myeloid diff 2	Myeloid diff 2 GFP+ MAC1+ %
O=C1NC[C@@H](CCCCN2CCN(CC3CCCCC3)C(=O)C2=O)N(CC2CCCCC2)C1=O	i	0.4
c1coc(-c2cnc3ccccc3n2)c1	i	2.8
O=C(NCc1cccnc1)C1CCN(S(=O)(=O)c2cc([N+](=O)[O-])ccc2Cl)CC1	i	1.4

Following part:
Every second line gives: Myeloid diff 2, Myeloid diff 2 GFP+ MAC1+ %
O=C(Nc1ccc2c(c1)OCCO2)C(c1ccc(C(F)(F)F)cc1)n1c(=O)c(-c2cc3ccccc3[nH]2)nc2ccccc21 (stereo not given)
  i, 1.1
C=CCN1c2ccccc2C(=O)CS1(=O)=O
  i, 3.4
O=C1c2ccc(-c3ccc(F)cc3OCc3ccccc3)cc2S(=O)(=O)c2cccc(C(=O)N3CCCC3)c21
  i, 0.3
CCCCN1C(Nc2ccccc2)=NC[C@@H]1C
  i, 1.5
O=C(COC(=O)c1ccc(F)c(S(=O)(=O)N2CCOCC2)c1)c1ccc(Cl)cc1
  i, 0.8
CCCCCCCCN1C(=O)[C@H](CC(=O)NCC2CCCCC2)C[C@@]2(C(=O)OCC)CCCC=C12
  i, 1.5
Clc1cccc(Cc2c(-c3ccco3)nc3ccc(Cl)cn23)c1
  i, 0.5
Cc1nnc(SCC(=O)N2CCN(C(=O)c3ccco3)CC2)n1C
  i, 2.3
CCOC(=O)CC[C@H](NC(=O)Cn1cnc2c(SC)nc(N)nc21)C(=O)OCC
  i, 0.6
O=C(COc1ccccc1)OCC(=O)c1ccc(S(=O)(=O)N2CCCCC2)cc1
  i, 1.4
CC(C)(C)OC(=O)C[C@H]1C/C=C\C[C@@H](CC(=O)NCCO)C(=O)N2CCC[C@H]2COC1=O
  i, 0.9
Cn1nc(C2CC2)cc1NC(=O)C1(C)CCN1C(=O)Cc1ccc(-c2ccccc2)cc1 (stereo not given)
  i, 1.1
Cc1cccc(C(=O)N[C@H](C(=O)NCc2cccs2)C(C)C)c1
  i, 0.8
CCOC(=O)C1=C(C)N(C[C@@H]2CC[C@@H](Cc3ccc(-c4ccccc4)cc3)O2)C(=O)NC1c1cccc([N+](=O)[O-])c1 (stereo not given in full)
  i, 1.1
Cc1nnc(SCc2ccccc2)nc1-c1ccccc1
  i, 0.8

Every second line gives: Myeloid diff 2, Myeloid diff 2 GFP+ MAC1+ %
COCCCNC(=O)c1ccc(-c2nc3ccccc3nc2-c2ccccc2)cc1
  i, 0.1
O=C(Nc1ccc(Cl)cc1)c1cc(S(=O)(=O)N2CCCCC2)ccc1N1CCOCC1
  i, 0.4
COc1ccc(Cc2c(C(C)(C)C)nc3ccc(Cl)cn23)c(C)c1
  i, 0.9
Cc1ccc(S(=O)(=O)C=CS(=O)(=O)c2ccc(C)cc2)cc1
  i, 0.8
CCCCN(C)c1c(C)nc2ccc(C(=O)N(CC)CCN(C)C)cn12
  i, 2.1
Oc1ccc(-c2csc(Nc3ccc4c(c3)OCO4)n2)c(O)c1
  i, 1.7
NC(=O)C1Cc2ccccc2CN1C(=O)c1nn(Cc2ccccc2)c(=O)c2ccccc12 (stereo not given)
  i, 1.4
Cc1ccc(C(c2c(NC(=O)c3ccco3)sc(C)c2C)N2CCOCC2)cc1 (stereo not given)
  i, 1.4
CS(=O)(=O)Nc1cccc(NC(=O)c2cccc3c(-c4ccc(F)c(F)c4)coc23)c1
  i, 3.3
O=C1NC[C@@H](Cc2ccc(O)cc2)N(CCCCC2CCCCC2)C1=O
  i, 1.4
CCCCCCn1cc(CN2CC(N3CCSCC3)CS2(=O)=O)nn1 (stereo not given)
  i, 0.9
COc1nc(=O)n(C2CCCO2)cc1C (stereo not given)
  i, 1.2
O=C(O)C(c1ccccc1)C(O)C1CC=CCC1 (stereo not given)
  i, 0.5
O=C(Nc1cc(C(F)(F)F)ccc1N1CCOCC1)C1CC1
  i, 0.5
O=C(Nc1ccc2c(c1)OCO2)c1ccc2nc([C@@H]3O[C@H](CO)[C@H](O)[C@H](O)[C@H]3O)[nH]c2c1
  i, 1.0

The final 3 records of the part above are carried over, then new ones follow.
Every second line gives: Myeloid diff 2, Myeloid diff 2 GFP+ MAC1+ %
O=C(O)C(c1ccccc1)C(O)C1CC=CCC1 (stereo not given)
  i, 0.5
O=C(Nc1cc(C(F)(F)F)ccc1N1CCOCC1)C1CC1
  i, 0.5
O=C(Nc1ccc2c(c1)OCO2)c1ccc2nc([C@@H]3O[C@H](CO)[C@H](O)[C@H](O)[C@H]3O)[nH]c2c1
  i, 1.0
COc1ccc(CCNC(=O)c2ccccc2C(=O)NCCc2ccc(OC)c(OC)c2)cc1OC
  i, 1.0
C[C@H](NC(=O)c1ccc(Cl)cc1)C(=O)NNC(=O)c1cccs1
  i, 0.4
CCOc1ccc(NC(=O)CN(C)C(=O)Cc2n[nH]c(=O)c3ccccc23)cc1OCC
  i, 0.9
O=c1oc2ccc3ccccc3c2cc1-c1nc2ccccc2o1
  i, 1.0
O=C(c1ccc(Cl)cc1)N1CCN(c2ccc(N3CCOCC3)nn2)CC1
  i, 0.6
COc1ccc(C2C=C(C)Nc3ncnn32)cc1 (stereo not given)
  i, 0.9
COc1cccc(-c2cnc3c(NC=O)cc(-c4ccccc4Oc4ccccc4)cn23)c1
  i, 0.2
CN1C2Cc3c(n(C)c4ccccc34)C1CC=C2CO (stereo not given)
  i, 0.9
CC1=C(/C=C/C(C)=C/C=C/C(C)=C/C(=O)Nc2ccc(O)cc2)C(C)(C)CCC1
  i, 1.8
Cc1cc2oc(=O)cc(CN(Cc3ccccc3)Cc3ccccc3)c2cc1Cl
  i, 1.7
O=C(Nc1ccc(N2CCOCC2)c(S(=O)(=O)Nc2ccccc2Cl)c1)c1ccc(=O)[nH]n1
  i, 0.1
Cc1cccc(CNC(=O)c2sc(=O)n(Cc3ccc(S(C)(=O)=O)cc3)c2C)c1
  i, 1.8
CC1(Cc2cc(Cl)ccc2C(F)(F)F)C(=O)Nc2c(Cl)cccc21 (stereo not given)
  i, 0.7
O=C(NCc1ccc(Cl)nc1)c1ccc2sc([C@@H]3O[C@H](CO)[C@H](O)[C@H](O)[C@H]3O)nc2c1
  i, 0.4
COc1ccc(S(=O)(=O)NC(=O)C2(C)CCN2C(=O)Cc2ccc(C(C)(C)C)cc2)cc1 (stereo not given)
  i, 1.3

Every second line gives: Myeloid diff 2, Myeloid diff 2 GFP+ MAC1+ %
CC1CN(S(=O)(=O)c2cc(C(=O)NCc3ccncc3)ccc2Cl)CC(C)O1 (stereo not given)
  i, 0.6
CCOc1ccc(-c2cc(C(=O)Nc3ccc(F)cc3)[nH]n2)c(C)c1
  i, 1.2
CCN1C[C@@H]2[C@@H]3C(=O)N(Cc4ccccc4)C(=O)[C@@H]3[C@](Cc3ccccc3)(C(=O)OC)N2C1=NCc1ccccc1
  i, 0.5
CCOc1ccc(CCN2C(=S)N([C@@H](Cc3ccc(O)cc3)CN3CCC[C@@H]3CN3C(=S)NC[C@@H]3Cc3ccc(O)cc3)C[C@@H]2Cc2ccc(O)cc2)cc1
  i, 1.3
Cc1csc(CNc2ncnc3ccc(-c4ccc5c(c4)OCCO5)cc23)c1
  i, 3.2
O=C(O)c1cccc(-n2sc3ccccc3c2=O)c1
  i, 1.0
COc1ccccc1CNC(=O)COC(=O)Cc1ccc(Br)cc1
  i, 0.4
COCCN(Cc1ccc(OC)cc1)c1c(C)nc2ccc(C(=O)NCCc3c[nH]c4ccccc34)cn12
  i, 0.8
CCc1ccc(/C=C2\SC(=S)N(CCCC(=O)N(CCO)c3ccccc3)C2=O)cc1
  i, 0.7
C[C@H](CO)N1C[C@H](C)[C@@H](CN(C)Cc2cccc3c2OCCCO3)OCc2cnnn2CCCC1=O
  i, 0.8
O=C(Cc1c(F)cccc1Cl)NNC(=O)c1ccco1
  i, 0.7
CO[C@@H]1CN(C)C(=O)c2cc(NC(=O)Nc3cc(F)ccc3F)ccc2OC[C@H](C)N(C(=O)c2ccccn2)C[C@@H]1C
  i, 1.3
CCCC[C@@H]1CC2=C(C(=O)OC(C)(C)O2)[C@@H](c2ccc(F)cc2)O1
  i, 0.7
O=C(c1cc2ccccc2o1)N1CCN(CCOc2ccccc2)CC1
  i, 0.8
C[C@@H]1CN([C@@H](C)CO)C(=O)CCCn2nncc2CO[C@H]1CN(C)C(=O)c1cc(-c2ccccc2)on1
  i, 1.3

Every second line gives: Myeloid diff 2, Myeloid diff 2 GFP+ MAC1+ %
O=C(COc1ccc(-c2ccccc2)cc1)Nc1cccnc1
  i, 0.2
CCCCC[C@H]1CCCCC[C@H](O)C[C@H](O)[C@@H](O)/C=C/C(=O)O1
  i, 0.8
CC(C)n1nc(C(=O)Nc2ccc3c(c2)OCO3)c2ccccc2c1=O
  i, 1.5
CC(=O)N[C@@H](Cc1c[nH]c2ccccc12)C(=O)OCC(=O)Nc1cc(C)on1
  i, 1.7
Cc1ccc([C@H]2C[C@H](n3cc(-c4ccc(F)cc4)nn3)[C@@H](O)CN2C(=O)C2CCCCC2)cc1
  i, 1.3
CC[C@@H](C)[C@H](N)C(=O)NC[C@H]1O[C@@H](n2cnc3c(N)ncnc32)[C@H](O)[C@@H]1O
  i, 1.1
COc1ccc(CCNC(=O)Nc2ccc3c(c2)c(=O)n(C)n3CC=C(C)C)cc1OC
  i, 1.5
Cc1cc(C)c(S(=O)(=O)N2CCC3(CC2)OCCN3S(=O)(=O)c2cccs2)c(C)c1
  i, 0.7
O=C(Nc1csc(Cl)c1)c1ccccc1
  i, 0.7
CCOC(=O)c1c(C)nsc1NCc1ccccc1
  i, 0.4
CC(=O)Nc1ccc(CN2C(=O)C(Cc3ccccc3)ON=C2c2cccc(F)c2)cc1 (stereo not given)
  i, 8.9
COC(=O)C1CN(Cc2ccccc2)C(=O)C1=O (stereo not given)
  i, 0.9
O=C(CN1CCCC1c1cccs1)Nc1cccc(S(=O)(=O)N2CCCC2)c1 (stereo not given)
  i, 0.4
COc1ccccc1NC(=O)C(C)N1C(=O)C2CCCCC2C1=O (stereo not given)
  ?, .
CCCCCCN1C[C@@H](O)[C@H](n2cc(C3CC3)nn2)C[C@@H]1c1ccc(OC)cc1
  i, 1.1

Every second line gives: Myeloid diff 2, Myeloid diff 2 GFP+ MAC1+ %
CC(=O)N1Cc2cc(C(=O)NCC(F)(F)F)nc(-c3cccc(-c4cc5ccccc5o4)c3)c2[C@H]1CCO
  i, 0.3
CCc1nc2c(OCc3ccc(C#N)cc3)cccn2c1N(C)C(=O)c1ccco1
  i, 0.5
COC(=O)C1C2CC(=O)C(C2)C1C(=O)OC (stereo not given)
  i, 2.8
CCOc1cc(C(=O)NCC(C)(C)CNC(=O)c2cc(OCC)c(OCC)c(OCC)c2)cc(OCC)c1OCC
  i, 0.4
Nc1ncnc2c1ncn2[C@@H]1O[C@H](CNCc2cccn2-c2nccs2)[C@@H](O)[C@H]1O
  i, 1.0
CCn1cc(C(=O)OCC(=O)Nc2ccccc2OC(F)F)c(=O)c2ccc(C)nc21
  i, 1.2
Cc1cc(NC(=O)COc2ccc([N+](=O)[O-])cc2)no1
  i, 0.6
O=C(CCNS(=O)(=O)c1ccc(Cl)cc1)N1CCN(c2ncccn2)CC1
  i, 0.3
CC(=O)N1CCC(C(=O)N2c3ccccc3N=C(c3ccc4c(c3)OCO4)C2C(=O)Nc2c(C)cccc2C)CC1 (stereo not given)
  i, 1.4
Cc1cc(C)nc(NS(=O)(=O)c2ccc(NC(=O)CCC(=O)O)cc2)n1
  i, 0.2
COC(=O)c1ccc2nc(-c3cccc(Br)c3)c(Cc3cccc(F)c3)n2c1
  i, 0.4
CCN(CC)S(=O)(=O)c1ccc(N2CCOCC2)c(NC(=O)COc2ccc(OC)cc2)c1
  i, 0.5
COc1cc(CNc2ncnc3c2ncn3[C@H]2CN(Cc3ccccc3)C[C@@H](COC(C)=O)O2)cc(OC)c1OC
  i, 0.8
O=C(CSc1nc2nn(-c3ccccc3)c(=O)c-2c2n1CCCCC2)c1ccc(O)c(O)c1
  i, 1.7
CC(C)(C)OC(=O)N1CCC(NC(=O)c2[nH]c(C(F)(F)F)nc2-c2ccccc2)CC1
  i, 0.9
Cc1nn(Cc2ccccc2)c(C)c1C(=O)N1CCN(S(=O)(=O)/C=C/c2ccccc2)CC1
  i, 0.3
Cc1ccc(S(=O)(=O)N(CCCc2c(C)nc[nH]c2=O)c2ccccc2)cc1
  i, 0.5
Cc1ccccc1-c1ccc2c(c1)O[C@@H](CN(C)Cc1ccc(C(=O)O)cc1)[C@@H](C)CN([C@H](C)CO)S2(=O)=O
  i, 0.4

Only part of the results is shown; count on the stated rates, not on these rows.
